Growth percent in the NCI-60 one-dose screen (48 h, 10 µM unless noted): 100 = growth as untreated, 0 = no growth, -100 = all killed.
SN12C: SN12C renal cancer cells; AID 1794767; 3.8% of 81,000 active
HCT-15: HCT-15 colon cancer | 5.2% of 82,000 active | AID 1794746
HCC-2998: HCC-2998 colon cancer. 4.7% of 79,000 active
SW-620: SW-620 colon cancer; 5.2% of 82,000 active
UO-31: UO-31 renal cancer. 5.2% of 81,000 active
HT29: HT29 colon cancer; 7.4% of 81,000 active; AID 1794748
786-0: 786-0 renal cancer cells; 5.1% of 81,000 active
TK-10: TK-10 renal cancer cells. 3.9% of 81,000 active
HCT-116: HCT-116 colon cancer; AID 1794798; 7.3% of 82,000 active
Numbers without * were called inactive; . = no result given; & = joins results of further samples; [ ] = another dose, or the depositor's remark. Rule for the calls: active = growth percent below 10; inactive = the rest.

SMILES | SN12C | HCT-15 | HCC-2998 | SW-620 | UO-31 | HT29 | 786-0 | TK-10 | HCT-116
BrCc1ccc(CCc2ccc(CBr)cc2)cc1 | 102 | 100 | 100 | 103 | 81 | 106 | 99 | 103 | 100
C#CC(C)(CC)NC(=O)OCC (stereo not given) | 107 | 100 | 100 | 100 | 86 | 86 | 97 | 95 | 96
BrCC(Br)(CBr)CBr | 103 | 97 | 101 | 102 | 92 | 108 | 106 | 107 | 102
CS(=O)(=O)N1CCN(S(=O)(=O)c2ccc3c(c2)CN(C(=O)C(F)(F)F)CC3)CC1 | 101 | 100 | 112 | 112 | 80 | 113 | 106 | 123 | 104
Cc1ccc(/C=C2\CNC/C(=C\c3ccc(C)cc3)C2=O)cc1 | -61* | -34* | -81* | -44* | -81* | -36* | -72* | 17 | -60*
CCOC(=O)C1=NN(c2ccccc2)C(=O)C1N=Nc1c(Br)cc(S(N)(=O)=O)cc1Br (stereo not given) | 101 | 106 | 111 | 100 | 75 | 109 | 103 | 115 | 102
C#CC(C)(C)Nc1ccccc1 | 98 | 106 | 115 | 90 | 86 | 98 | 99 | 92 | 101
CN(C)c1ccc(C2=NN(c3ccc(S(N)(=O)=O)cc3)C(c3ccc(Cl)cc3)C2)cc1 (stereo not given) | 72 | 57 | 83 | 76 | 38 | 41 | 91 | 58 | 36
CS(=O)(=O)c1nsc(N)n1 | 101 | 107 | 98 | 100 | 91 | 101 | 106 | 101 | 103
O=C1C=C(Nc2cccc(Br)c2)c2ccccc2C1=O | 54 | 23 | 76 | 30 | . | 111 | 60 | 90 | 52
S=c1[nH]ccs1 | 103 | 101 | 112 | 98 | 91 | 109 | 103 | 97 | 97
CCSCN1CC(C)N(CSCC)CC1C (stereo not given) | 94 | 114 | 99 | 106 | 93 | 122 | 105 | 101 | 97
COc1ccc2[nH]cc(-c3nc(N)nnc3-c3ccccn3)c2c1 | . | 92 | 117 | 101 | 87 | 97 | 93 | 116 | 100
CCOC(=O)C(Cl)c1ccccc1 (stereo not given) | 100 | 102 | 87 | 102 | 90 | 74 | 91 | 93 | 77
c1ccc(-c2nnnn2-c2ccccn2)cc1 | 103 | 115 | . | 101 | . | 113 | 111 | 102 | 108

Overlap with the part before: three entries, followed by the next part.
SMILES | SN12C | HCT-15 | HCC-2998 | SW-620 | UO-31 | HT29 | 786-0 | TK-10 | HCT-116
COc1ccc2[nH]cc(-c3nc(N)nnc3-c3ccccn3)c2c1 | . | 92 | 117 | 101 | 87 | 97 | 93 | 116 | 100
CCOC(=O)C(Cl)c1ccccc1 (stereo not given) | 100 | 102 | 87 | 102 | 90 | 74 | 91 | 93 | 77
c1ccc(-c2nnnn2-c2ccccn2)cc1 | 103 | 115 | . | 101 | . | 113 | 111 | 102 | 108
CCCCCCNC(=O)Oc1ccc(/C(=C(\C)c2ccc(Cl)cc2)c2ccc(OCCN(CC)CC)cc2)cc1 | 76 | 1.9* | 79 | 18 | 42 | -14* | 41 | 85 | 30
COc1ccc(C2=Nn3c(nnc3-n3[nH]c(=O)c4ccccc4c3=O)SC2)cc1 | 101 | 106 | 106 | 96 | 86 | 105 | 98 | 108 | 106
O=C1OCC2=C1C(c1ccc(Cl)c(Cl)c1)c1cc3c(cc1N2CCO)OCCO3 (stereo not given) | 42 | 18 | . | 19 | 22 | 3.0* | 26 | 57 | 20
c1ccc([P+](Cc2ccccc2C[P+](c2ccccc2)(c2ccccc2)c2ccccc2)(c2ccccc2)c2ccccc2)cc1 | 94 | 100 | 109 | 91 | 84 | 85 | 95 | 110 | 82
O=C(Cn1cc(COn2nnc3ccccc32)nn1)Nc1ccc(F)cc1 | 102 | 92 | 110 | 100 | 94 | 111 | 99 | 100 | 105
N#CCC1(n2cc(-c3ncnc4[nH]ccc34)cn2)CN(C2CCN(C(=O)c3ccnc(C(F)(F)F)c3F)CC2)C1 | 106 | 107 | . | 110 | 96 | 104 | 91 | 96 | 92
COc1ccc(-c2oc3c(OC)c4c(c(OC)c3c2CC(=O)N2CCOCC2)OCO4)cc1 | 96 | 102 | 114 | 100 | 89 | 96 | 105 | 101 | 108
COC1OC2COC(c3ccccc3)OC2C(O)C1NC(C)=O (stereo not given) | 103 | 117 | 108 | 98 | 80 | 109 | 111 | 101 | 104
Cc1ccc(C(=O)n2cc(C=O)c3ccccc32)cc1 | 100 | 76 | 113 | 86 | 62 | 108 | 103 | 110 | 91
CCOC(=O)c1c(C)oc(=O)c(Br)c1C | 107 | 99 | 105 | 104 | 88 | 111 | 106 | 120 | 93
O=[N+]([O-])c1ccccc1SCl | 100 | 109 | 103 | 108 | 75 | 102 | 108 | 133 | 102
CN1CCN(CCNC(=O)Nc2ncccc2OCc2ccccc2Cl)CC1 | 93 | 94 | 105 | 83 | 76 | 91 | 98 | 95 | 92
O=C(O)c1cn(C2CC2)c2cc(N3CCN(C(=O)CSCCO)CC3)c(F)cc2c1=O | 96 | 103 | 111 | 105 | 87 | 110 | 103 | 116 | 105
Cc1nc2ccccc2c(/C=C/c2ccc(Br)cc2)c1C(=O)/C=C/c1ccccc1 | 11 | -27* | -41* | 2.4* | -74* | -15* | 2.2* | 21 | -49*
CCOC(=O)c1ccc(OCc2cn(Cc3c(C)c(Cn4cc(COc5ccc(C(=O)OCC)cc5)nn4)c(C)c(Cn4cc(COc5ccc(C(=O)OCC)cc5)nn4)c3C)nn2)cc1 | 95 | 102 | 100 | 99 | 99 | 85 | 96 | 101 | 86
Oc1ccccc1C=Nc1cccc(C(F)(F)F)c1 | 101 | 96 | 116 | 102 | 84 | 104 | 100 | 97 | 106
CC1(C)CC(=O)C2=C(C1)O[C@H](C(=O)c1ccc(Br)cc1)[C@H]2c1cccc(Oc2ccccc2)c1 | 82 | 68 | 86 | 73 | 35 | 70 | 70 | 76 | 43
N#C/C(=C1C=C/C(=N\O)C(Cl)=C\1)c1ccccc1 | 35 | 22 | 90 | 18 | 34 | 23 | 43 | 53 | 5.7*
C=CCn1c(C)nc2ccc(Nc3nc(Nc4ccc5nc(C)n(CC=C)c5c4)c4ccccc4n3)cc21 | -75* | -52* | -53* | -81* | -91* | -97* | -94* | -89* | -98*
O=C1OC(c2ccccc2)N/C1=C\c1ccc2c(c1)OCO2 (stereo not given) | 101 | 91 | 95 | 100 | 100 | 104 | 100 | 97 | 98
O=C(CCc1ccc(O)cc1)c1c(O)cc(O)c([C@@H]2O[C@H](CO)[C@@H](O)[C@H](O)[C@H]2O)c1O | 103 | 101 | 112 | 105 | 85 | 107 | 100 | 100 | 90
CC(=O)c1ccc(-c2ccccc2-c2ccccc2)cc1 | 95 | 92 | 105 | 98 | . | 92 | 94 | 100 | 80
O=C1/C(=C/C2=Cc3ccccc3OC2)SC(=S)N1c1ccccc1F | 103 | 107 | 109 | 112 | 83 | 110 | 87 | 105 | 96
COc1ccc(/C=C(/CC(=O)c2ccc(Cl)c(Cl)c2)C(=O)NN)cc1 | 79 | 89 | 95 | 99 | 60 | 91 | 90 | 93 | 88
COc1cccc(Oc2ccccc2NC(=O)CNC(=O)c2cccc3ccccc23)c1 | 31[5 µM] | 18[5 µM] | 26[5 µM] | 22[5 µM] | 40[5 µM] | 6.0*[5 µM] | 28[5 µM] | 58[5 µM] | 3.5*[5 µM]
Cc1ccc(S(=O)(=O)N2CCc3c([nH]c4ccccc34)C2c2ccc(-c3nc4ccccc4[nH]3)cc2)cc1 (stereo not given) | 88 | 94 | 102 | 90 | 67 | 87 | 100 | 98 | 88
CN=C1CCCCN1 | 102 | 114 | . | 101 | 88 | 99 | 96 | 107 | 90
C=C1C(=O)O[C@H]2[C@H]1CC/C(COC(=O)NCCOCCOCC(=O)Nc1ccc(OC)c(C(N)=O)c1O)=C\CC[C@@]1(C)O[C@@H]21 | 66 | 85 | 90 | 19 | 75 | 37 | 62 | 46 | 33
COc1ccc(-n2nnc3c4nc(-c5cc(OC)c(OC)c(OC)c5)oc(=O)c4c(C)nc32)cc1 | 104 | 107 | 111 | 102 | 94 | 108 | 108 | 110 | 102
Cc1ccc(C(=O)c2ccc(CC(=O)NN3C(=O)CCC3=O)n2C)cc1 | 97 | 97 | 99 | 98 | 74 | 104 | 103 | 111 | 102

Six entries from above in a different format:
structure	SN12C	HCT-15	HCC-2998	SW-620	UO-31	HT29	786-0	TK-10	HCT-116
O=C1OC(c2ccccc2)N/C1=C\c1ccc2c(c1)OCO2 (stereo not given)	101	91	95	100	100	104	100	97	98
O=C(CCc1ccc(O)cc1)c1c(O)cc(O)c([C@@H]2O[C@H](CO)[C@@H](O)[C@H](O)[C@H]2O)c1O	103	101	112	105	85	107	100	100	90
CC(=O)c1ccc(-c2ccccc2-c2ccccc2)cc1	95	92	105	98	.	92	94	100	80
O=C1/C(=C/C2=Cc3ccccc3OC2)SC(=S)N1c1ccccc1F	103	107	109	112	83	110	87	105	96
COc1ccc(/C=C(/CC(=O)c2ccc(Cl)c(Cl)c2)C(=O)NN)cc1	79	89	95	99	60	91	90	93	88
COc1cccc(Oc2ccccc2NC(=O)CNC(=O)c2cccc3ccccc23)c1	31[5 µM]	18[5 µM]	26[5 µM]	22[5 µM]	40[5 µM]	6.0*[5 µM]	28[5 µM]	58[5 µM]	3.5*[5 µM]

More structures follow:
SMILES | SN12C | HCT-15 | HCC-2998 | SW-620 | UO-31 | HT29 | 786-0 | TK-10 | HCT-116
CN(C)c1ccc(C(=O)OCCCCCCl)cc1 | 96 | 100 | 98 | 100 | 78 | 99 | 95 | 97 | 97
CN(C[C@H]1Cc2ncccc2CN1)[C@H]1CCCc2cccnc21 | 84 | 56 | 96 | 99 | 60 | 99 | 94 | 81 | 92
COc1ccc(C2NC(=S)NC(C)=C2C(=O)OC(C)C)cc1OC (stereo not given) | 101 | 105 | 114 | 103 | 84 | 115 | 93 | 106 | 99
O=C1NC(c2ccc(O)cc2)=CC(c2c[nH]c3ccccc23)N1 (stereo not given) | 88 | 82 | . | 92 | 47 | 99 | 90 | 135 | 81
O=C(O)c1occ(Cl)c1Cl | 109 | 105 | 104 | 104 | 97 | 122 | 111 | 111 | 116
Cc1cn(C(C)C)c(=O)[nH]c1=O | 96 | 108 | 111 | 103 | 88 | 79 | 94 | 87 | 94
CCCCOCCOCCOC(=O)COc1ccc(OC)cc1 | 99 | 102 | 118 | 95 | 92 | 95 | 104 | 104 | 100
O=C(NC(Cc1ccccc1)C(=O)O)c1ccccc1 (stereo not given) | 100 | 102 | 113 | 104 | 82 | 108 | 101 | 105 | 106
O=C1C=CC(=Nc2ccc3c(c2)Cc2ccccc2-3)O1 | 95 | 107 | 105 | 105 | 61 | 100 | 101 | 97 | 90
CN(Cc1ccccc1)c1nc(Cl)c(/C=C/C(=O)c2ccc(Cl)cc2)s1 | 52 | 26 | 87 | 26 | 60 | 25 | 61 | 101 | 22
CCCCCCCCCCCCNC(=O)[C@H]1CSC(c2ccsc2)N1 (stereo not given in full) | -87* | -71* | 11 | -76* | -100* | -74* | -95* | -92* | -48*
O=C(O)c1ccccc1Oc1cccc(C(F)(F)F)c1 | 99 | 104 | 97 | 98 | 86 | 95 | 97 | 100 | 111
CC1CCCNC1C (stereo not given) | 93 | 100 | 93 | 98 | 90 | 109 | 107 | 113 | 97
CCCCNC(=O)Oc1cccc2ccccc12 | 91 | 98 | 103 | 97 | 60 | 108 | 99 | 143 | 97
Cc1ccc(C2=Nn3c(nnc3-n3[nH]c(=O)c4ccccc4c3=O)SC2)cc1 | 101 | 96 | 103 | 97 | 82 | 100 | 98 | 101 | 103
CN1C(=O)[C@@]2(Oc3ccccc3[C@H]3CC(c4ccc(Br)cc4)=NN32)c2ccccc21 | 103 | 102 | 127 | 104 | 90 | 112 | 93 | 95 | 106
N#CC1=C(c2ccc(Cl)cc2)Nc2c(c(-c3ccccc3)nn2-c2ccccc2)[C@@]12C(=O)Nc1ccccc12 | 90 | 75 | 100 | 93 | 73 | 73 | 88 | 88 | 73
COc1cccc(N2CCN(C3=CC(=O)C(C)=C(C)C3=O)CC2)c1 | 95 | 106 | 106 | 100 | 82 | 104 | 93 | 119 | 104
S=c1sc2ccccc2n1CNc1ccccc1Cl | 96 | 110 | 108 | 98 | 81 | 108 | 98 | 107 | 96
Cn1cc(/C=C2\C(=O)N(CCCCn3c4ccccc4c(=O)c4ccccc43)c3ccccc32)c2ccccc21 | 94 | 101 | 116 | 95 | 57 | 92 | 113 | 123 | 85
O=c1cc(NNC(=S)Nc2ccccc2)c2cc(Cl)ccc2[nH]1 | 93 | 98 | 110 | 97 | 71 | 117 | 95 | 121 | 99
COC(=O)C1C2CC3c4[nH]c5cc(OC)ccc5c4CCN3CC2CC(OC(=O)CCc2cc(OC)c(OC)c(OC)c2)C1OC (stereo not given) | 96 | 90 | 96 | 102 | 71 | 95 | 99 | 112 | 75
COc1ccc(/C=C/C(=O)c2ccc(NC(=O)CN3C(=O)NC(C)(c4ccccc4)C3=O)cc2)cc1OC (stereo not given) | 99 | 71 | 87 | 87 | 74 | 81 | 101 | 117 | 20
O=C(O)c1ccc2c(c1)C(=O)N(c1ccccc1)C2=O | 96 | 111 | 114 | 105 | 80 | 121 | 96 | 102 | 102
Nc1ccc(S(=O)(=O)O)cc1 | 104&97 | 93&106 | 105&110 | 108&99 | 93&75 | 107&102 | 104&108 | 96&103 | 100&103
N#Cc1c(-c2ccc(Br)cc2)nc2n[nH]c(-c3ccc(Br)cc3)c2c1-c1ccc(C(F)(F)F)cc1 | 19 | 5.7* | 22 | . | 12 | 21 | 28 | 70 | 6.8*

From PubChem
